m5-HT2A agonist: activates the mouse 5-HT2A serotonin receptor | AID 624169 | 360,000 compounds, 0.66% hits | CHO-K1 mHTR2A beta-arrestin complementation, luminescence; percent of 30 µM serotonin response | activation, % at 7.6 µM | P35363;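 active = activation above a run cutoff, the mean activation of all tested compounds plus 3 SD, cut at about 14% in these data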;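 also: 0% = plate median of compound wells and 100% = 30 µM serotonin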
Target sequence (P35363 whole entry, looked up): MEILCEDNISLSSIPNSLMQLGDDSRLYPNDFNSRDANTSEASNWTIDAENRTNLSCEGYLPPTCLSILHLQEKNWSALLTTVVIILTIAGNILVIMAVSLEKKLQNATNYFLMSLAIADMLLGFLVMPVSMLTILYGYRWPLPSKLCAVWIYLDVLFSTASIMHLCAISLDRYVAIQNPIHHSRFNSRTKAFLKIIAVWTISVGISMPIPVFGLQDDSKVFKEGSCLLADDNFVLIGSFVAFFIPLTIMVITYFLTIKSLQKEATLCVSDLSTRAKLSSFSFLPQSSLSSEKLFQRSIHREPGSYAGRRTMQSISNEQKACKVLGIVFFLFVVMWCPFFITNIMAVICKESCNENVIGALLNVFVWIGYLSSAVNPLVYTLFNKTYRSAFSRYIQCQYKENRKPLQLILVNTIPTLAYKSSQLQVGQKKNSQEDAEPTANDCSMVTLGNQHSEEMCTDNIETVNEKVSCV
PDI inh: inhibitors of human protein disulfide isomerase. P07237. PDI insulin aggregation turbidity, A650, 90 min. inhibition, % at 10 µM. 350,000 compounds, 0.052% hits. AID 588391;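 active = mean inhibition across replicates of 30% or more, whatever share of single replicates reach that level; inconclusive = mean inhibition below 30% while every single replicate reaches 30%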;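 also: absorbance from insulin aggregation driven by PDI reduction with DTT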
Target sequence (P07237 whole entry, looked up): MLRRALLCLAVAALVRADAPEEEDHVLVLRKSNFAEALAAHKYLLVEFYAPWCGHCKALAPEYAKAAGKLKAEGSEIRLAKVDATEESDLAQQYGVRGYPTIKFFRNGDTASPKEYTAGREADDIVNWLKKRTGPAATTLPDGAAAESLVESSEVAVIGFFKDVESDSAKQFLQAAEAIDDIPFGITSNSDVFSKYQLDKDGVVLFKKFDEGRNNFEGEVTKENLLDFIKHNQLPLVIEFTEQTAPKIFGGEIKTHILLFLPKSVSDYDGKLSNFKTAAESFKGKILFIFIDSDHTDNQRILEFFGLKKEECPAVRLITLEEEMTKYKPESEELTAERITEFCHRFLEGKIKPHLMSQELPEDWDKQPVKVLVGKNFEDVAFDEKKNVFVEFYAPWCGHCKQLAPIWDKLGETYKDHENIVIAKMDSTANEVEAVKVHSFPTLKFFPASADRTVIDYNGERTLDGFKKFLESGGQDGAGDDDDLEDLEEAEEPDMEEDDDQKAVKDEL
Cardio protect: protects H9c2 cardiomyocytes from peroxide injury; 360,000 compounds, 0.63% hits; H2O2 injury protection, ATPLite, 2 h; protection from H2O2 cell death, % at 20 µM;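 active = compounds giving at least 50% protection of heart cells from peroxide-induced death in the single-dose screen, raw or plate-pattern-corrected value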;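 also: 0% = DMSO wells with peroxide and 100% = DMSO wells without peroxide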
Vif inh: blocks HIV Vif function | 340,000 compounds, 0.35% hits | AID 602346 | HEK293T cells, Vif self-association by quenched fluorescence, imaging, 24 h | inhibition, % at 7.49 µM; in the data active = inhibition above about 50%, passing the limit was not always enough; inconclusive = no clear call, values can overlap the other calls; inactive = below about 31%; also: some results filed as inactive read as strong as hits
CaV13 FRET inh: Disruptors of the CACNA1D IQ motif to Ca2+-dependent inactivation inhibitor domain association, primary screening, Förster resonance energy transfer in intact living …. HEK cells, CFP/YFP FRET ICDI-IQ, plate reader, 10 min; percent FRET-ratio fall versus neutral wells. inhibition, % at 12.3 µM. 340,000 compounds, 0.098% hits;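 active = mean replicate inhibition of at least 30% and at least 1% of replicates passing that level; inconclusive = only one of the two criteria is met; inactive = neither criterion is met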;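 also: 0% = median of the neutral control wells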
Glyco luc inh: blocks N-linked glycosylation in D54 reporter cells; D54 ERlucT glycosylation luciferase reporter, 24 h; percent of 100 nM tunicamycin response; reporter increase, % at 12.5 µM; 360,000 compounds, 0.23% hits; AID 588692;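 active = mean luciferase reporter signal, scaled so untreated is 0 and the glycosylation-blocking control 100, at or above a set limit in every replicate; inconclusive = mean reaches the limit but not every replicate does; inactive = mean below the limit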;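 also: luciferase carries N-glycosylation sites so blocking glycosylation raises the light; 0% = median of neutral control wells and 100% = median of 100 nM tunicamycin wells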
iPSC survival up: enhancers of human iPSC single-cell survival; hiPSC single-cell survival, ATPlite luminescence; 100% = ROCK inhibitor wells, 0% = DMSO; 360,000 compounds, 0.044% hits; survival enhancement, % at 20 µM; AID 602274; in the data active = survival enhancement above about 18%;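 also: cells exposed to compounds for 16 hours before the ATP read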
Granule exo inh: lytic granule exocytosis inhibition; TALL-104 LAMP-1 surface exposure, flow cytometry; cells stimulated with thapsigargin and PMA; inhibition, % at 10 µM; 360,000 compounds, 0.66% hits; AID 651702;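 active = inhibition above about 55%, limit read from the data; inconclusive = no clear call, values can overlap the other calls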
aDG glyco up: increases alpha dystroglycan glycosylation; 360,000 compounds, 0.22% hits; Pro5-aDG cells, alpha-DG glycosylation AlphaScreen (IIH6); 0% Pro5, 100% B10-LARGE cell signal; activation, % at 10 µM;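 active = activation of at least 8% versus controls, or a plate z-score of at least 8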;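 also: Pro5 are CHO cells carrying HIG-tagged alpha-DG that lacks glycosylation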
ABCB6 inh MLPCN: human ABCB6 transporter inhibition | fluorescence ratio to DMSO, % at 10 µM | 360,000 compounds, 0.19% hits | Q9NP58 | AID 602162 | K562-ABCB6 porphyrin accumulation, flow cytometry, 1 h; active compounds read low;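 active = fluorescence ratio to DMSO below 75%, the collection mean minus 3 SD; inconclusive = too few cells collected in the well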;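 also: signal is porphyrin accumulated inside mitochondria; 100% equals median channel fluorescence of DMSO control wells; lower ratio means ABCB6 inhibition with less porphyrin fluorescence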
Active calls of the source: *; ? = inconclusive; . = no result given.

| SMILES | Cardio protect | ABCB6 inh MLPCN | CaV13 FRET inh | iPSC survival up | Granule exo inh | aDG glyco up | m5-HT2A agonist | Vif inh | PDI inh | Glyco luc inh |
| --- | --- | --- | --- | --- | --- | --- | --- | --- | --- | --- |
| CC(=O)Nc1ccc(S(=O)(=O)NCCC(=O)OCc2csc(CC(=O)Nc3ccccc3C)n2)cc1 | -9 | 97 | -18 | -0.4 | 8 | 0.1 | -6 | 20 | -3 | 0 |
| O=C(NCCCN1CCOCC1)c1ccc2c(c1)N(Cc1ccccc1)C(=O)c1ccccc1S2 | 7 | 97 | -5 | -0.6 | 15 | 0.0 | -14 | 10 | 9 | 0 |
| CCOC(=O)C1CCCN(C(=O)c2cc(Cl)ccc2Cl)C1 (centres undefined) | -3 | 103 | . | -0.2 | 3 | 0.0 | 1 | 1 | 3 | -4 |
| CCC(C)c1ccc(S(=O)(=O)N2CCN(C(=O)COc3ccc4c(C)cc(=O)oc4c3)CC2)cc1 (centres undefined) | -7 | 100 | -7 | -2.1 | 6 | 0.0 | 0 | -8 | 5 | 0 |
| CCN(CC)CCCNC(=S)N(Cc1cccnc1)Cc1cc2cccc(C)c2[nH]c1=O | 25 | 101 | -5 | -0.4 | -1 | -0.1 | -1 | 8 | 8 | -3 |
| COc1ccc(N(C(=O)c2cccc([N+](=O)[O-])c2)S(=O)(=O)c2cccs2)cc1 | 51* | 94 | 2 | -0.8 | 1 | -0.3 | -8 | -3 | 0 | 0 |
| CNC(=S)N(CCCO)Cc1cc2cc3c(cc2[nH]c1=O)OCO3 | 3 | 98 | -20 | -0.7 | 33 | -0.2 | 5 | -1 | -6 | 2 |
| COC(=O)C1=C(C)N=C2SCCC(=O)N2C1c1ccc(OC(=O)c2ccco2)cc1 (centres undefined) | 8 | 96 | . | -3.6 | 2 | 1.1 | 5 | 1 | -2 | 4 |
| CN1C(C)(C)CC(O)(C(=O)O)CC1(C)C | 3 | 95 | -10 | 0.0 | 1 | -0.3 | 2 | -1 | . | 1 |
| CCCC(=O)Nc1ccc2nc(C)n(Cc3ccccc3Cl)c(=O)c2c1 | 0 | 94 | -4 | 0.8 | 3 | 0.0 | 2 | -7 | -2 | 0 |
| CCOc1cc(/C=N/Nc2nncc(-c3ccccc3)n2)ccc1O | 34 | 87 | -8 | -0.3 | 2 | -0.3 | -1 | -1 | -6 | 4 |
| O=C(N/N=C/c1ccc(OC2CSC2)cc1)c1ccccc1 | 21 | 95 | . | 0.3 | 1 | -0.1 | 4 | . | 0 | 7 |
| CC(C)c1cccc(-c2csc(C(C)(O)c3ccncc3)n2)c1 (centres undefined) | -8 | 96 | -11 | -2.3 | ? | 5.8 | 0 | -16 | -5 | -2 |
| COc1ccccc1CNC(=O)C(NC(=O)C1CCCCC1)C(C)C (centres undefined) | -7 | 99 | -4 | 0.0 | -4 | 0.1 | 3 | -16 | 0 | 2 |
| COc1ccc(NC(=O)CN(C)C(=O)c2cccc(S(=O)(=O)N3CCCc4ccccc43)c2)cc1 | 0 | 91 | -6 | 1.2 | -2 | -0.1 | -3 | -13 | -10 | 1 |
| CCOc1ccc(NC(=O)CN2C(=O)C3CCCN3C2=O)cc1 (centres undefined) | -1 | 100 | -2 | -1.5 | 0 | 0.1 | -1 | -14 | . | 3 |
| CCOc1ccc(CCNC(=O)Cn2c(=O)c3cccn3c3cccnc32)cc1 | 2 | 96 | -7 | 0.1 | -2 | 0.4 | 1 | -4 | 17 | -1 |
| CC(C)(Oc1ccc(Cl)cc1)C(=O)OCC(=O)N1CCCC1 | 0 | 103 | -5 | -0.3 | 13 | -0.2 | -8 | 8 | 0 | -1 |
| O=C(COC(=O)c1ccc(O)cc1O)c1ccc2c(c1)OCCO2 | -14 | 100 | -6 | -0.4 | 0 | 0.0 | 8 | -2 | 2 | -1 |
| O=C1CC(C(=O)N2CCN(S(=O)(=O)c3cccc(F)c3)CC2)CN1Cc1ccccc1Cl (centres undefined) | -1 | 96 | -5 | -0.3 | -3 | -0.2 | 0 | 0 | -4 | 2 |
| NS(=O)(=O)c1ccc(CCNc2ccccc2[N+](=O)[O-])cc1 | 20 | 88 | -7 | -0.4 | 5 | -0.1 | -2 | 33 | -7 | -5 |
| CCOc1ccc(C(O)Cn2c(=N)n(CCN3CCCCC3)c3ccccc32)cc1 (centres undefined) | -4 | 100 | -5 | -3.2 | 8 | 0.5 | -2 | 8 | -8 | 3 |
| CCC(ONc1ccccc1C(F)(F)F)(C(=O)NN(C)C)c1ccccc1 (centres undefined) | 53* | 106 | -4 | 0.4 | -2 | 0.8 | 7 | 0 | -1 | -1 |
| CCc1noc(C)c1C(=O)Nc1nnc(C(CC)CC)s1 | -4 | 104 | -6 | 0.0 | -1 | 0.2 | 6 | -1 | 13 | 0 |
| CCCC/S(C)=N/S(=O)(=O)c1ccc(C)cc1 (centres undefined) | 0 | 100 | -5 | -2.2 | -1 | -0.3 | 5 | . | 0 | 1 |
| Cc1cc(C)cc(NC(=O)C(=O)NCCc2c[nH]c3ccccc23)c1 | -8 | 104 | -6 | 9.5 | 0 | 0.1 | -3 | 0 | . | 1 |
| CC(C)NC(=O)c1ccc2c3n(nc2c1)-c1ccccc1CO3 | -10 | 93 | -6 | -3.4 | 4 | -0.1 | -1 | . | 3 | -15 |
| CC1CC(=O)Nc2ccccc2N1S(=O)(=O)c1cccc(Cl)c1 (centres undefined) | 10 | 97 | -9 | 0.0 | 0 | 0.6 | -1 | 7 | 24 | 0 |
| Nc1nc(SCC(=O)Nc2ccc([N+](=O)[O-])cc2)[nH]c(=O)c1NC(=O)c1ccc(Br)o1 | -1 | 102 | -3 | 1.3 | -6 | 0.7 | -4 | 2 | -5 | 0 |
| CCN1C(=O)[C@@H]2[C@@H](c3ccc(-c4ccc(Cl)c(Cl)c4)c(OC)c3)N3CCCC[C@@]3(C(=O)OC)[C@@H]2C1=O | -19 | 97 | -11 | -1.3 | -5 | -0.5 | 5 | 3 | 3 | -6 |
| Cc1ccc(Cl)cc1N1CCN(Cc2nc3ccsc3c(=O)[nH]2)CC1 | 0 | 95 | . | 1.2 | 0 | 0.3 | -3 | 0 | -2 | 1 |
| COc1ccc(-c2cc3nc(C)c(CCC(=O)N4CCN(c5ccccn5)CC4)c(C)n3n2)c(OC)c1 | 41 | 96 | -2 | 0.9 | -1 | 0.1 | 3 | -2 | -8 | -2 |
| CN1CCN(S(=O)(=O)c2ccc(SCCOc3ccccc3)nc2)CC1 | -1 | 100 | -5 | 12 | 0 | 0.1 | -10 | 18 | -2 | -2 |
| CCc1ccc(NC(=O)CNC(=O)Cn2ccc3ccccc3c2=O)cc1 | -2 | 100 | -2 | -0.4 | 24 | 0.1 | 0 | 19 | 7 | 0 |
| COc1ccc(CN2C(=O)CSCC2(C)C(=O)Nc2c(C)cccc2C)cc1OC (centres undefined) | . | . | -8 | . | -4 | 0.2 | -4 | . | . | . |
| Cc1ccccc1CNC(=O)Cn1cnc(S(=O)(=O)N2CCCC2)c1 | -5 | 96 | -5 | -0.5 | 0 | -0.1 | 6 | -6 | 1 | 1 |
| CCCC[C@@H]1CNC(=O)C(=O)N1CCCCC1CCCCC1 | . | 99 | -11 | -2.3 | -2 | -0.4 | 4 | . | . | . |
| O=C1NC(c2ccccc2)(C(F)(F)F)SC2=NCCCN12 (centres undefined) | 11 | 101 | . | -2.3 | 4 | 0.0 | -3 | 9 | 4 | 2 |
| CCN(CC)C(=O)C(=O)c1c(-c2ccccc2)[nH]c2ccccc12 | 6 | 103 | -3 | 4.3 | -8 | -0.3 | -2 | 6 | 5 | 3 |
| CCn1c(SCC(=O)NC2CCCCC2)nnc1-c1cc2cccc(OC)c2o1 | 6 | 104 | -4 | 0.3 | 3 | -0.2 | 9 | -13 | -2 | 1 |
| Cc1cc(C)c(NC(=O)C(C)(C)C)c(Cl)c1 | 6 | 108 | . | 3.6 | -4 | -0.3 | 4 | -7 | 1 | -1 |
| CCOC(=O)CSC1=NC(=O)CS1 | 35 | 92 | -3 | -0.9 | -5 | -0.1 | 0 | -1 | -2 | 6 |
| O=C(c1cnn2c(C(F)F)cc(-c3ccccc3)nc12)N1CCCc2ccccc21 | 3 | 99 | -7 | 0.6 | -1 | 0.9 | -4 | 1 | -5 | -3 |
| Oc1ccc(-c2[nH]nc(-c3ccccc3)c2-c2nc3ccccc3[nH]2)cc1 | 1 | 100 | -6 | -0.2 | -3 | -0.1 | 1 | -14 | -6 | 13 |
| COc1ccc(NC(=O)CS(=O)(=O)c2ccc(F)cc2)cc1 | -1 | 103 | -23 | 0.0 | 2 | -0.1 | 0 | -2 | 4 | 1 |
| C[C@]12c3[nH]c4ccc(Cl)cc4c3CCN1C(=O)[C@@H](CC(=O)NCc1ccco1)C[C@@H]2C(=O)N1CCOCC1 | -5 | 106 | -8 | 1.2 | 5 | 0.0 | 3 | -12 | 8 | 4 |
| COCCNC(=O)C1(C)CCCN(C(=O)c2ccccc2OC)C1 (centres undefined) | 4 | 100 | -5 | 1.8 | -10 | -0.1 | -3 | . | -2 | 2 |
| COc1ccc(Nc2cc(Cl)nc(N)n2)cc1OC | 1 | 104 | -4 | -0.2 | 2 | -0.2 | 5 | 3 | 6 | 2 |
| O=[N+]([O-])c1ccc(NN=Cc2ccc3c(c2)OCO3)nc1 | -14 | 100 | -15 | -3.1 | -4 | 0.0 | -5 | -5 | 10 | -8 |
| COc1ccc(OCCCC(=O)Oc2ccc(OC)cc2)cc1 | -5 | 94 | -4 | 5.3 | -2 | 0.0 | 2 | -3 | 1 | -1 |
| O=C(NC(Cc1ccccc1)c1ccc2c(c1)OCCCO2)c1ccccc1 (centres undefined) | 4 | 145 | . | -0.2 | 1 | -0.1 | -5 | 3 | 5 | -2 |
| Cc1ccc(CNC(=O)CCS(=O)(=O)Cc2ccc(C)cc2)cc1 | 8 | 105 | -5 | 0.4 | -3 | 0.1 | 7 | -6 | -6 | 1 |
| CCOCCOC(=O)C(C)Oc1ccc(Oc2ncc(Cl)cc2Cl)cc1 (centres undefined) | -9 | 101 | -5 | 9.9 | 18 | -0.1 | 0 | 2 | 4 | 0 |
| O=C(O)CCCn1cc(NC(=O)COc2ccc([N+](=O)[O-])cc2)cn1 | -2 | 100 | -7 | -0.8 | -4 | -0.5 | 4 | 3 | 6 | 0 |
| CC1(c2nnc(Cc3ccccc3)o2)CC(c2ccc(C#N)cc2)=NO1 (centres undefined) | -4 | 95 | -10 | -2.5 | 32 | 0.3 | -1 | . | -1 | -1 |
| Nc1ccn(CC(=O)NCCc2ccccn2)c(=O)n1 | -2 | 98 | -10 | 4.8 | 2 | 1.2 | 4 | 4 | -46 | -1 |
| CCOC(=O)C1=C(N)Oc2cc(O)ccc2C1c1cccc(Cl)c1 (centres undefined) | -12 | 95 | -20 | 1.2 | 10 | -0.1 | 7 | -1 | 13 | 5 |
| COc1ncnc2c1ncn2CCCN(CCCc1ccccc1)CCCn1cnc2c(OC)ncnc21 | 9 | 99 | -2 | 0.6 | -1 | 5.5 | -2 | 2 | 2 | 2 |
